# Screens deposited in PubChem by National Center for Advancing Translational Sciences (NCATS).
# Lipid storage S3 = qHTS Assay for Lipid Storage Modulators in Drosophila S3 Cells; Drosophila S3 cells, BODIPY lipid droplet fluorescence, 18-24 h; cells fed with added oleic acid; lipid storage change, negative = inhibition, % at the top dose, mostly 46.1 µM; hits show Potency in µM; actives 0.64% (n = 320,000); AID 2685; active = well fitted inhibition curve with a large enough effect in the signal ratio, with a control signal flat, not every such curve was filed as active; inconclusive = small, poorly fitted or top-dose-only effect, or effect the other way, or a change in a side signal; the % refers to the signal ratio
#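 Laser-scanning cytometry quantifies lipid droplet accumulation (500–530 nm total intensity; droplet/cell object ratio) in oleic acid-fed (400 uM added) Drosophila S3 cells treated with a concentration series. 20 uM Triacsin C defined 100% inhibition.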
# Lipid storage S3 cell count max = second read-out of Lipid storage S3, no call of its own (marks repeat the call); cell number change, %; measured here: cell count max response;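 cells counted by Cell Tracker Red CMTPX staining in the red channel; peak over a dose series mostly up to 46.1 µM; percent activity relative to internal control wells on each plate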
# Starred values were filed as active, the others as inactive; i = inactive; ? = inconclusive; . = no result given; [ ] = another dose, or the depositor's remark. % is scaled to controls: 0 for no effect and ±100 for the full control effect; potency is read from the fitted curve at half-maximal effect. An excerpt. The share of hits here may be higher or lower than overall.
# Start of the listing, in advance (2 entries):
item | Lipid storage S3 | Lipid storage S3 cell count max | mol
1 | ? | . | Cc1cc(NC(=O)c2cnn3c(C(F)(F)F)cc(-c4ccc(Br)cc4)nc23)no1
2 | 12% | 8 | CCc1ncc(CN2CCCC(C(=O)Nc3cccc(-c4cccc(C)c4)c3)C2)cn1 (stereo not drawn)

# The whole of this part, from the start:
item | Lipid storage S3 | Lipid storage S3 cell count max | mol
1 | ? | . | Cc1cc(NC(=O)c2cnn3c(C(F)(F)F)cc(-c4ccc(Br)cc4)nc23)no1
2 | 12% | 8 | CCc1ncc(CN2CCCC(C(=O)Nc3cccc(-c4cccc(C)c4)c3)C2)cn1 (stereo not drawn)
3 | -2% | 16 | Cc1ccccc1N(Cc1ccccc1F)S(C)(=O)=O
4 | ? | . | O=C(NCC(c1ccco1)N1CCc2ccccc2C1)c1ccc(F)cc1 (stereo not drawn)
5 | i | 7 | O=c1nc2s/c(=C\c3ccco3)c(=O)n2nc1Cc1ccc(F)cc1
6 | i | 10 | O=C(CC1CCCCC1)NC1CCCC1
7 | ? | . | CCCCOc1ccccc1C(=O)NCCCC(=O)O
8 | 10% | 5 | O=C(CNC(=O)c1ccccc1)OCC(=O)c1ccc(Cl)s1
9 | i | 12 | O=C(CN1CCN(Cc2ccccc2)CC1)Nc1cccc(C(F)(F)F)c1
10 | ? | . | O=C(CSc1nc(=O)n2cc(Cl)ccc2n1)Nc1ccc2c(c1)OCCO2
11 | 3% | 1 | COc1ccc(C(=O)Nc2ccccc2C(=O)NCCN2CCOCC2)cc1OC
12 | ? | . | CCOC(=O)c1c(C)c(C(=O)NCc2ccc3c(c2)OCO3)c(C)n1CC
13 | ? | . | CCN=C1SC(C(=O)Nc2ccc(OC)cc2)CC(=O)N1CC (stereo not drawn)
14 | ? | . | COc1ccc(C(=O)CSc2nn3c(=O)c(C(C)(C)C)nnc3s2)cc1
15 | ? | . | Cc1cc(=O)oc2c(C)c(OC(C)C(=O)NCCCN3CCCC3=O)ccc12 (stereo not drawn)
16 | ? | . | c1ccc(OCCOCCN2CCc3ccccc3C2)cc1
17 | -3% | 18 | Cc1ccc(OCCCN2C(=O)C(=O)c3cccc(C)c32)cc1
18 | ? | . | O=S(=O)(N1CCCCCC1)N1CCN(S(=O)(=O)N2CCOCC2)CC1
19 | i | 14 | COC(=O)c1cc(COC(=O)c2ccc3ccccc3n2)oc1C
20 | ? | . | O=C(Nc1ccc(S(=O)(=O)N2CCOCC2)cc1)c1ccc(CN2CCc3ccccc3C2)cc1
21 | 20%[0.0737 µM] | 14 | C=CCSc1nnc(NC(=O)C2=COCCO2)s1
22 | i | . | Cc1ccc2[nH]c(=O)c(CN(CCCN(C)C)C(=O)Nc3cccc(Cl)c3)cc2c1
23 | 4% | -22 | Cc1ccc(NC(=O)CSc2nnc(-c3ccccn3)n2C)cc1
24 | i | . | O=C(CCNS(=O)(=O)c1ccc(Cl)cc1)NCc1ccccn1
25 | 23% | 19 | O=C(/C=C/c1ccco1)N(Cc1ccccc1F)C1CCS(=O)(=O)C1 (stereo not drawn)
26 | 5% | 5 | CC(=O)NC(C)CCc1ccccc1 (stereo not drawn)
27 | i | . | Fc1ccccc1SCc1nnc(-c2ccccc2Br)o1
28 | ? | . | O=C(CCN=C1NS(=O)(=O)c2ccccc21)OCc1ccccc1
29 | -1% | 4 | Cc1csc2c(=O)[nH]cnc12
30 | -4% | -14 | COc1ccc(CNC(=O)COC(=O)CCOc2ccccc2)cc1
31 | ? | . | CCOc1ccccc1OCC(=O)OCC(=O)c1c(N)n(CC(C)C)c(=O)n(C)c1=O
32 | ? | . | CN(CC(=O)Nc1ccc(F)cc1)C(=O)COc1ccccc1Cc1ccccc1
33 | ? | . | CN1/C(=C\C(=O)COC(=O)CNC(=O)c2ccc3ccccc3c2)C(C)(C)c2ccccc21
34 | 11% | -4 | O=c1c2cnn(-c3ccccc3)c2nc(-c2cccs2)n1-c1ccc(Br)cc1
35 | 22% | 15 | CCCCCC(NC(=O)C1CCN(C(=O)[C@@H](NS(=O)(=O)c2ccc(C)cc2)C(C)C)CC1)C(=O)O (stereo partly drawn)
36 | ? | . | CCCCCCCCNC(=O)c1ccc(C)cc1
37 | 16% | 21 | Cc1cnc(C(=O)OCC(=O)Nc2oc(-c3ccccc3)c(-c3ccccc3)c2C#N)cn1
38 | ? | . | CC(C)NC(=O)COC(=O)C1CSC2(c3ccc(Br)cc3)CCC(=O)N12 (stereo not drawn)
39 | ? | . | COc1ccc(NC(=O)Nc2ccc3c(c2)N(C)C(=O)CS3)cc1OC
40 | ? | . | Cn1c(N)c(C(=O)COC(=O)[C@H](Cc2ccccc2)N2C(=O)c3ccccc3C2=O)c(=O)n(C)c1=O
41 | i | -13 | CCCC1=Nc2cc(C(=O)NCCN3CCOCC3)ccc2Sc2ccccc21
42 | -2% | 0 | c1ccc(Cc2noc(CN3CCCC(CN4CCOCC4)C3)n2)cc1 (stereo not drawn)
43 | 4% | 25 | O=S(=O)(Nc1ncccn1)c1ccc(Cl)cc1
44 | ? | . | COc1ccc2c(c1)CC/C(=C/c1ccccn1)C2=O
45 | ? | . | Cn1c(=O)oc2cc(S(=O)(=O)NCCC(=O)NCc3ccccc3Cl)ccc21
46 | ? | . | O=C(CN1CCN(c2nc(-c3ccc(F)cc3)cs2)CC1)Nc1ccc2c(c1)OCO2
47 | -15% | 12 | CCOc1ccc(N(C(=O)c2ccc3c(c2)OCO3)C2C=CS(=O)(=O)C2)cc1 (stereo not drawn)
48 | ? | . | O=C(Nc1ccc(C(F)(F)F)cc1)c1ccccc1-n1cnnn1
49 | ? | . | CCOc1ccccc1-c1cc(C(=O)Nc2ccc(C(=O)O)cc2)c2ccccc2n1
50 | ? | . | O=C(Cc1ccccc1)Nc1nc(-c2ccc(F)c(F)c2)cs1
51 | ? | . | NS(=O)(=O)c1cccc(NC(=O)c2cccnc2Oc2ccccc2)c1
52 | ? | . | CCCCCCC(O)(c1ccc(OC)cc1)C(CN1CCOCC1)c1ccccc1 (stereo not drawn)
53 | 22% | . | Cc1ccc(CN(C(=O)COc2cccc(C)c2C)C2CCS(=O)(=O)C2)o1 (stereo not drawn)
54 | 3% | 5 | CCOC(=O)c1cnc(C(F)(F)F)nc1Oc1ccccc1
55 | ? | . | c1cnc2c(SCc3ccc(-c4nnco4)cc3)cccc2c1
56 | ? | . | CC1Cc2ccccc2N1S(=O)(=O)c1cccc(C(=O)OCC(=O)NC2CCS(=O)(=O)C2)c1 (stereo not drawn)
57 | ? | . | CCOC(=O)Cc1csc(NC(=O)c2cnc3sc(C)cn3c2=O)n1
58 | 4% | 9 | COc1ccc(/C=C/C(=O)NC(=S)Nc2ccccc2C(=O)NC2CCCCC2)cc1
59 | ? | . | Cn1c(=O)c2c(nc(N3CCCCC3)n2CC(O)COc2ccccc2)n(C)c1=O (stereo not drawn)
60 | ? | . | CC(=O)OCCCNc1cc(Sc2nc3ccccc3s2)c2nonc2c1[N+](=O)[O-]

# Entries 57–60 of the list above:
item | Lipid storage S3 | Lipid storage S3 cell count max | mol
57 | ? | . | CCOC(=O)Cc1csc(NC(=O)c2cnc3sc(C)cn3c2=O)n1
58 | 4% | 9 | COc1ccc(/C=C/C(=O)NC(=S)Nc2ccccc2C(=O)NC2CCCCC2)cc1
59 | ? | . | Cn1c(=O)c2c(nc(N3CCCCC3)n2CC(O)COc2ccccc2)n(C)c1=O (stereo not drawn)
60 | ? | . | CC(=O)OCCCNc1cc(Sc2nc3ccccc3s2)c2nonc2c1[N+](=O)[O-]

# Remaining list, next part
item | Lipid storage S3 | Lipid storage S3 cell count max | mol
61 | ? | . | O=C(Nc1ccccc1)C1CC(=O)N(Cc2ccccc2)C1 (stereo not drawn)
62 | ? | . | CC(C)c1ccc(C(O)c2nc3ccccc3n2C)cc1 (stereo not drawn)
63 | -14% | 20 | Nc1ccccc1N=c1ssnc1Cl
64 | ? | . | CC(CC(=O)NCCc1ccc(Cl)cc1)S(=O)(=O)c1ccc2c(c1)NC(=O)CO2 (stereo not drawn)
65 | 8% | 18 | N#Cc1ccncc1Sc1ccc(Cl)cc1
66 | -9% | -12 | Oc1ccc(COCc2ccc(F)cc2)c2cccnc12
67 | ? | . | O=[N+]([O-])c1ccc(Oc2ccc(S(=O)(=O)N3CCOCC3)cn2)cc1
68 | 18% | -2 | Cc1c(C(=O)N2CCN(S(=O)(=O)c3ccccc3F)CC2)oc2c(Cl)cccc12
69 | 4% | 5 | COCCCNC(=O)C1CCN(S(=O)(=O)c2ccc3nc4c(c(C(=O)O)c3c2)CCCCC4)CC1
70 | ? | . | CCOC(=O)c1cccc(NC(=O)CCOc2ccccc2)c1
71 | ? | . | COc1ccccc1NS(=O)(=O)c1c(C)nc2sccn2c1=O
72 | 13% | 5 | CCCn1c2c(c(=N)c3c1CCC3)CCCC2
73 | ? | . | O=C(C1=C(O)C(=O)N(c2ncccn2)C1c1ccc(Cl)c(Cl)c1)c1ccco1 (stereo not drawn)
74 | ? | . | Cc1oc2c(CN3CCCC3)c(O)ccc2c(=O)c1-c1ccccc1
75 | i | -5 | CC12CCC(C(=O)N3CCN(c4ccccc4)CC3)(CC1=O)C2(C)C (stereo not drawn)
76 | ? | . | COc1cc(CN2CCN(CCCc3ccccc3)CC2CCO)cc(OC)c1 (stereo not drawn)
77 | 2% | -13 | Cc1cc(N2CCN(C)CC2)nc2ccc(NC(=S)NC3CC3)cc12
78 | ? | . | Cc1ccc(C)c(CSc2nc3[nH]ncc3c(=O)[nH]2)c1
79 | 19% | 5 | C(=N\N=C\c1ccccn1)/c1ccccn1
80 | 10% | -7 | CCOP(=O)(OCC)/C(=N/OC(=O)c1ccc(Cl)cc1Cl)C(N)=O

# Grouped by structure, those above with a nitro group on carbon
item | Lipid storage S3 | Lipid storage S3 cell count max | mol
60 | ? | . | CC(=O)OCCCNc1cc(Sc2nc3ccccc3s2)c2nonc2c1[N+](=O)[O-]
67 | ? | . | O=[N+]([O-])c1ccc(Oc2ccc(S(=O)(=O)N3CCOCC3)cn2)cc1

# Continued:
item | Lipid storage S3 | Lipid storage S3 cell count max | mol
81 | i | . | COc1ccc(CNCC(=O)Nc2ccccc2-n2cccc2)cc1
82 | -9% | -16 | Cc1nc2c(C)[n+](CC(=O)c3ccccc3)ccc2n1C
83 | 1% | -5 | CCOc1ccc(-c2nc(N)ncc2-c2ccccc2OC)c(O)c1
84 | ? | . | CC(C)c1ccc(NC(=O)N(CCc2nc3ccccc3[nH]2)C2CCCC2)cc1
85 | 1% | 3 | Cc1onc(-c2ccccc2)c1C(=O)n1cc(Br)cn1
86 | -17% | -6 | COc1ccc2nc(NC(=O)CSc3cn[nH]n3)sc2c1
87 | 1% | -5 | O=C(NC1CCCCC1NC(=O)c1ccco1)c1ccco1 (stereo not drawn)
88 | -9% | 2 | COc1ccccc1NC(=O)c1ccc(NC(=O)COC(=O)C2CCCCC2)cc1
89 | ? | . | O=C(N/C(=C\c1ccccc1)C(=O)N1CCOCC1)c1cccc(Br)c1
90 | 2% | 21 | Cc1cc(C(=O)N2CCN(c3ccc([N+](=O)[O-])cc3)CC2)co1
91 | ? | . | Cc1[nH]n(C(N)=S)c(=O)c1N=Nc1cc(C(F)(F)F)ccc1Cl
92 | ? | . | O=C(NCc1ccc(C(=O)O)cc1)OCc1ccccc1
93 | ? | . | O=C(N/N=C/c1cccc2ccccc12)c1cc2ccccc2o1
94 | ? | . | CN(C)C(=O)c1ccc(-c2cc(C(F)(F)F)n(C)n2)s1
95 | ? | . | O=C(NC1CCCC1)C(c1ccncc1)N(CCCN1CCOCC1)C(=O)c1ccc(-c2ccccc2)[nH]1 (stereo not drawn)
96 | -5% | 25 | Cc1cc(NC(=O)c2ccccc2-c2ccccc2C(=O)O)no1
97 | -1% | -19 | CCN(CC)C(=O)CSc1nnc(-c2ccco2)o1
98 | ? | . | Cc1c(CCC(=O)NC2CC2)c(=O)oc2cc(O)ccc12
99 | ? | . | O=C(Cn1nc(-c2ccc(Cl)cc2)ccc1=O)NCc1ccc2c(c1)OCO2
100 | ? | . | O=C(Nc1cccc(C(=O)O)c1)/C(=C\c1ccc(F)cc1)NC(=O)c1ccco1
101 | 3% | -14 | O=C(Cn1cnc2ccccc21)Nc1ccc(F)c(F)c1
102 | ? | . | COc1ccccc1CNC(=O)C(CC(C)C)NC(=O)C1CCC(C)CC1 (stereo not drawn)
103 | ? | . | Cc1ccccc1-n1nnnc1SCc1cc(=O)n2ccsc2n1
104 | 20% | 7 | COc1cc(OC)cc(-c2nnc(SCC(=O)N3CCCCC3)o2)c1

# Ordered by the number under Lipid storage S3 cell count max (ascending): 5 of the compounds above.
item | Lipid storage S3 | Lipid storage S3 cell count max | mol
86 | -17% | -6 | COc1ccc2nc(NC(=O)CSc3cn[nH]n3)sc2c1
34 | 11% | -4 | O=c1c2cnn(-c3ccccc3)c2nc(-c2cccs2)n1-c1ccc(Br)cc1
5 | i | 7 | O=c1nc2s/c(=C\c3ccco3)c(=O)n2nc1Cc1ccc(F)cc1
17 | -3% | 18 | Cc1ccc(OCCCN2C(=O)C(=O)c3cccc(C)c32)cc1
25 | 23% | 19 | O=C(/C=C/c1ccco1)N(Cc1ccccc1F)C1CCS(=O)(=O)C1 (stereo not drawn)
